# Screening results: PubChem, Broad Institute
# RAD54 branch – inhibitors of human RAD54 branch migration, primary screen, biochemical, fluorescence, single point. DNA repair and recombination protein RAD54-like (Homo sapiens), Q92698. RAD54 Holliday junction branch migration, FAM/BHQ fluorescence. inhibition, % at 10.4 µM. 360,000 compounds, 0.14% hits;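 active = mean normalized replicate activity at least 40 and at least half of replicates scoring 40 or more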;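 also: 0% = median of neutral control wells and 100% = median of positive control wells; inhibitors cause a drop in the FAM fluorescence signal; in these data hits start at about 50%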
# ERAP1 HTS inh – human ERAP1 aminopeptidase inhibitors, primary screen, biochemical, single point, plate reader. recombinant ERAP1, Leu-AMC fluorescence, 60 min. inhibition, % at 10.7 µM. 340,000 compounds, 0.15% hits;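 active = mean replicate inhibition of at least 30%, or all replicates individually reaching that 30% level; inactive = mean below 30% and not every replicate reaching it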;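 also: 0% = neutral control wells and 100% = L-leucinethiol positive control wells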
# RAD52 inh – RAD52 DNA annealing inhibitors, primary screen, biochemical, FRET, single point, set 2; DNA repair protein RAD52 homolog (Homo sapiens), P43351; recombinant RAD52 DNA annealing, FRET fluorescence; inhibition, % at 18.7 µM; 360,000 compounds, 0.46% hits; AID 651710, 2012;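 active = every replicate showing at least 50% inhibition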
# Target sequence (P43351 whole entry, looked up): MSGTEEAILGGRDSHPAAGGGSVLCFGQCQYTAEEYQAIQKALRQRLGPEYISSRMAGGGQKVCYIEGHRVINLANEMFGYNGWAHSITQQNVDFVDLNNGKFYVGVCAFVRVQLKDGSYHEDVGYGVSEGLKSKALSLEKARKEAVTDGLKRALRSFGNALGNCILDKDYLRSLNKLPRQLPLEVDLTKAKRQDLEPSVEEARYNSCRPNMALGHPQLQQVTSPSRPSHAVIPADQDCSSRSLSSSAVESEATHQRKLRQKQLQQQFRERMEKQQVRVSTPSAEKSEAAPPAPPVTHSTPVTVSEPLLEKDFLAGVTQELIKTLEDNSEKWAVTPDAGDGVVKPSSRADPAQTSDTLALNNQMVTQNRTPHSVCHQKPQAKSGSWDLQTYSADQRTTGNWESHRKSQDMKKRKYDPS
# GSIS activator – GLuc luminescence reporter in INS-1E cells, primary screen for activators of glucose-dependent secretion of insulin | INS-1E GLuc reporter insulin secretion, 2-3 h | activation, % at 16.6 µM | 370,000 compounds, 0.61% hits | AID 743287, 2014;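 active = lowest replicate activation of at least 40%, so every replicate reaches that level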;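 also: 0% = median of neutral control wells and 100% = median of IBMX positive control wells; some compounds called inactive have numbers as strong as hits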
# F508del corr – F508del CFTR correction, initial screen, CFBE line, single point; CFBE cells, YFP halide quenching; stimulated with forskolin plus potentiator P3; % fluorescence drop versus neutral controls; 350,000 compounds, 0.36% hits; AID 720511, 2013; activity (quench increase), % at 7.58 µM;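 active = mean added fluorescence quench of at least 8% versus neutral control, with both replicates also reaching 8%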;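 also: cells transiently co-express mutant CFTR-F508del with the halide-sensitive YFP; corrector assay measuring rescue of mutant channel to the surface after 24 h compound exposure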
# esBAF inh – Bmi1 luciferase reporter increase in mESCs, primary screen, esBAF inhibitor project, mouse ES cells, Bmi1 luciferase knock-in, single point; reporter increase, % at 12.5 µM; AID 602393, 2012; 350,000 compounds, 2% hits; 24 h; 100% = twice the neutral-well signal; in the data active = activation above about 40%;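 also: 0% = median of the plate's neutral control wells and 100% = double that signal; a rise in the Bmi1 reporter signal indicates esBAF inhibition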
# ARNT TACC3 PPI – disruptors of ARNT/TACC3 protein interaction, primary screen, biochemical, AlphaScreen, single concentration. AlphaScreen His-ARNT PAS-B/GST-TACC3 binding, luminescence; TACC3 fragment carries E629A point mutation. inhibition, % at 9.99 µM. AID 623870, 2012. Transforming acidic coiled-coil-containing protein 3 (Homo sapiens), Q9Y6A5. 390,000 compounds, 0.66% hits;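 active = mean inhibition of replicates at least 50% and at least half of replicates each reaching 50%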;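 also: 0% = complete ARNT plus TACC3 wells and 100% = ARNT alone without TACC3; many hits fall short of the cut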
# XiGFP reactiv – activators of inactive X chromosome reactivation, primary screen, imaging, XiGFP fibroblasts, GFP high-content imaging, set 2; XiGFP mouse fibroblasts, % GFP-positive cells imaging, 3 d; cells co-treated with 5-aza-dC sensitizer; scaled so ellipticine positive control = 100%; activation, % at 7.58 µM; 360,000 compounds, 0.055% hits; AID 743238, 2013;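 active = mean normalized replicate activation at least 10% and every replicate at or above 10%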;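 also: 0% = median of on-plate neutral control wells and 100% = ellipticine 6 µM median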
#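 Material: XiGFP fibroblasts, SV40-immortalized. Buffer or medium: DMEM plus 5-aza-dC sensitizer. Compound: single concentration per compound, delivered by pin transfer. Times: 3 days compound exposure. Controls: ellipticine 6 µM.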
# Starred values were filed as active, the others as inactive; · = not tested or not shown; & = joins results of further samples.
SMILES,RAD54 branch,ERAP1 HTS inh,RAD52 inh,GSIS activator,F508del corr,esBAF inh,ARNT TACC3 PPI,XiGFP reactiv
Cc1ccc(S(=O)(=O)Nc2ccc(N3CCN(C)CC3)nc2)cc1,13,-1,-56,5,-0.3,3,1,0.0
C=C(C)COc1ccc2c(C)c(CC(=O)N3C[C@H]4C[C@@H](C3)c3cccc(=O)n3C4)c(=O)oc2c1C,-3,2,1,·,1.7,10,-18,·
C=CCOc1ccc(/C=C/C(=O)OCC(=O)NCCCc2ccccc2)cc1,3,4,-15,10,3.8,7,-1,0.0
O=C(CN1C(=O)NC2(CCCCCC2)C1=O)NCCc1ccc(F)cc1,5,-4,-2,-5,-1.1,1,-5,0.2
Cc1ccccc1C(=O)N1CCC(C(=O)OCc2nc(N)nc(Nc3ccccc3)n2)CC1,4,2,-16,6,-3.7,2,2,0.0
C[C@@H]1CN([C@H](C)CO)C(=O)c2cc(C3=CCCC3)cnc2O[C@H]1CN(C)C(=O)c1ccccn1,-1,-3,-9,-2,-0.3,1,2,-0.9
Cc1ccc(C(C)(C)C)c(OCCCCN2CCCC2)c1,1,·,·,-6,·,-2,3,0.0
COc1ccc(S(=O)(=O)NCc2ccc3c(c2)OCO3)cc1OC,7,-4,1,26,-1.7,-4,-9,0.2
CCOC(=O)c1ccc(-c2ccc(N3C(c4ccsc4)=Cc4ccc(F)cc4C3c3c[nH]c4ccc(C#N)cc34)cc2)cc1F (configuration not stated),·,-1,46,-24,1.1,·,·,0.8
Cc1cc(Cl)cc2sc(NC(=O)C3CC3)nc12,-5,-1,-1,·,2.9,18,-2,0.2
CC(C)(C)OC(=O)N1CCC[C@@H]1C(=O)N1CCC[C@@H]1C(=O)NCc1ccccc1Cl,·,1,-13,-8,-1.9,·,·,-0.1
COc1cc(/C=N/NC(=O)CCOc2ccccc2C)cc(Br)c1O,·,-2,-18,1,1.7,·,14,0.0
CCCN(C[C@@H]1[C@@H](c2ccccc2)[C@H](CO)N1C(C)=O)C(=O)NC(C)C,-1&0,-5&-5,-5&-5,9,2.3&-0.3,3&-6,-9&-4,-0.1
O=C1NC[C@H](CCCCN2C[C@H](Cc3ccc(O)cc3)N(CC3CCCCC3)C(=O)C2=O)N(Cc2ccccc2)C1=O,·,0,-3,-4,-2.1,·,·,0.6
CC(=O)Nc1ccc(S(=O)(=O)N(C)CC(=O)NC2CCCCCCC2)cc1,-10,0,-3,·,1.0,4,0,-0.2
O=C1c2ccccc2C(=O)N1CCC#C/C=C1\c2ccccc2C(=O)N1c1ccccc1,-4,3,-9,-2,1.1,1,·,0.1
CCOC(=O)c1ccc(NC(=O)c2nc[nH]c2C(=O)N2CCN(C(=O)OC(C)(C)C)CC2)cc1,·,6,-8,·,1.7,·,·,0.0
CCN1C(=O)/C(=C\c2cn(CCC#N)nc2-c2ccc(F)cc2)SC1=S,·,3,-53,-9,3.1,·,5,-0.1
C[C@@H]1CCCCO[C@@H](CN(C)Cc2ccc(Cl)c(Cl)c2)[C@H](C)CN([C@@H](C)CO)C(=O)c2cc(NS(=O)(=O)c3ccc(Cl)cc3)ccc2O1,6,-4,0,-6,0.5,9,1,0.0
CCCC(=O)Nc1ccc2c(c1)OC[C@@H](C)N(CCc1ccccc1)C[C@H](C)[C@@H](OC)CN(C)C2=O,·,·,·,-16,3.3,-1,·,-0.3
Cc1noc(C)c1S(=O)(=O)Nc1ccc2c(c1)C(=O)N([C@@H](C)CO)C[C@@H](C)[C@@H](CN(C)Cc1ccccc1)O2,-5,-2,-4,-5,0.9,0,1,0.3
CCOC(=O)N1CCN(C(=O)C[C@@H]2C[C@@]3(C(=O)OC)CCCCC=C3N(Cc3cccc4ccccc34)C2=O)CC1,·,-3,-7,-36,2.7,·,·,-0.1
CC(C(=O)Nc1ccc(Cl)cc1)N1C(=O)NC2(CCCC2)C1=O (configuration not stated),0,1,-7,-3,1.5,-8,-3,0.3
CC(C)S(=O)(=O)c1cnc(-c2ccccn2)nc1N,·,-4,-12,15,-2.2,·,74*,0.1
Cc1cc(NC(=O)CSc2nnc(NCc3ccccc3)s2)no1,2,·,-12,-2,-0.7,1,-8,0.1
COc1cccc(NCc2nnc(SCC(=O)NC3CCS(=O)(=O)C3)n2C2CCCCC2)c1 (configuration not stated),-5,-3,7,1,0.7,6,-2,0.9
Cc1cccc2cc(CN(CC3CCCO3)S(=O)(=O)c3ccccc3)c(=O)[nH]c12 (configuration not stated),-2,1,-4,13,1.6,2,-4,0.8
C[C@@H]1CN([C@@H](C)CO)C(=O)c2cc(NC(=O)Nc3ccc4c(c3)OCO4)ccc2O[C@@H](C)CCCCO[C@H]1CN(C)Cc1ccncc1,2,2,9,-22,-1.0,57*,8,0.0
O=C(NCc1ccc(F)cc1)C1CCCN1C(=O)Nc1ccc(Cl)cc1 (configuration not stated),·,-4,-1,-12,-1.4,·,-10,0.1
C=CCN(c1ccccc1OC)S(=O)(=O)c1ccc(Cl)c(C(=O)Nc2ccc(N3CCOCC3)cc2)c1,·,-1,-8,25,-1.9,·,-4,0.0
O=C(NCC1CCCO1)C1CCCN(S(=O)(=O)c2ccc(F)cc2)C1 (configuration not stated),0,-5,-2,2,-5.1,4,-4,0.0
C[C@H]1CN([C@@H](C)CO)C(=O)c2cc(C#CCc3ccccc3)cnc2O[C@@H]1CN(C)C(=O)Cc1cccnc1,5,4,0,-43,1.5,1,11,-0.6
CCC(C)[C@H](NC(=O)C1CC(=O)N(c2ccc(OC)cc2)C1)C(=O)N1CCCCC1 (some centres not stated),8,2,-8,·,0.2,3,5,0.0
CCOc1cc(/C=C(/C#N)c2nc3ccccc3[nH]2)ccc1OCc1ccc(C(=O)O)o1,-11,·,·,-22,·,10,59*,·
CCCNC(=O)N1CC2(CN(S(=O)(=O)CC)C2)c2c([nH]c3cc(OC)ccc23)[C@H]1CO,·,-4,12,-2,2.1,·,·,0.1
C[C@H]1CN([C@@H](C)CO)C(=O)c2cc(C#Cc3cccnc3)cnc2O[C@H]1CN(C)Cc1ccccc1,4,-5,-10,1,0.9,·,10,-0.3
Cc1cccc(NC(=O)CN2C(=O)S/C(=C\c3cc(C)n(C)c3C)C2=O)c1,-7,4,-28,·,·,·,-4,0.9
CCc1ccc2c(c1)cc(C)c1nnc(SCC(=O)Nc3cc(OC)c(OC)cc3C(=O)O)n12,·,0,-9,-7,-1.1,·,-4,0.1
C[C@@H]1CN([C@H](C)CO)C(=O)c2cc(-c3cccc(C#N)c3)cnc2O[C@@H]1CN(C)Cc1cccnc1,9,1,-6,18,-0.2,5,-5,-0.6
NC(=O)[C@@H]1CCCN1C(=O)[C@H]1O[C@@H](n2ccc(N)nc2=O)[C@H](O)[C@@H]1O,·,2,-2,·,3.3,·,·,1.1
O=C(C[C@@H]1CC[C@@H]2[C@H](COC[C@H](O)CN2Cc2ccc(Oc3ccccc3)cc2)O1)N1CCCCC1,1,2,24,-24,1.6,7,-7,-0.1
O=C(C[n+]1cccc(/C=N/O)c1)N(Cc1ccccc1)Cc1ccccc1,·,3,-8,9,0.3,·,-3,-0.1
NS(=O)(=O)c1ccc(CCNC(=O)c2ccc3ccccc3n2)cc1,·,-1,-35,29,-1.0,·,-2,0.0
CCN(CC)C(=O)CN(C#N)c1nc(C)cc(C)n1,-4,-2,-10,36,·,-2,·,0.3
Cc1cc(C)c(C(=O)O)c(Cl)n1,·,-1,-14,17,-2.5,-7,-4,-0.1
COc1ccc(N(C)S(=O)(=O)c2cccc(C(=O)Nc3cc(OC)ccc3OC)c2)cc1,·,-2,4,-6,0.5,·,0,0.0
C[C@@H]1CN([C@H](C)CO)C(=O)c2cc(NS(=O)(=O)c3cn(C)cn3)ccc2O[C@@H](C)CCCCO[C@@H]1CN(C)C,11,0,-13,18,-1.2,·,5,0.2
Cc1oc(-c2ccccc2F)nc1CSCC(=O)NC1CCC(C)CC1 (configuration not stated),·,-2,-7,-32,-0.4,·,1,0.2
Cc1ccc(NC(=O)CNc2cccc(S(=O)(=O)N3CCCCC3)c2)cc1F,·,-3,-3,-38,2.6,·,·,0.0
O=C(Cc1ccccc1)NNC1CC(=O)N(c2ccccc2)C1=O (configuration not stated),·,0,-4,9,-2.8,·,-5,0.0
Clc1ccc(-c2cc(C3CCNCC3)[nH]n2)c(Cl)c1,·,9,-15,0,2.0,·,·,1.1
COc1cc(OC)cc(C(=O)NC(=S)N2CCCCC2c2cccnc2)c1 (configuration not stated),-5,-1,1,·,1.4,11,10,·
O=c1[nH]c(/C=C\c2cccc(F)c2)nc(O)c1[N+](=O)[O-],3,7,-11,11,-0.8,-3,11,0.2
C/C(=N\NC(=O)CCc1c(C)n[nH]c1C)c1ccc([N+](=O)[O-])cc1,-4,6,-8,5,-0.9,·,-5,0.4
COc1ccc2c3c([nH]c2c1)[C@@H](CO)N(C(=O)Nc1ccc(F)cc1)CC31CN(C(=O)c2ccccn2)C1,·,2,10,-4,-1.8,·,·,0.0
C=CCN1C(=O)CSc2ccc(C(=O)NC(C)c3ccccc3)cc21 (configuration not stated),-2,3,-3,24,-0.7,3,-3,0.0
CCN1CCN(CCCNC(=O)CN2C(=O)c3cccnc3Oc3ccc(Cl)cc32)CC1,-6,2,-7,10,-0.6,-7,3,0.2
COc1cc(NS(C)(=O)=O)cc(OC)c1OC,0,-3,-12,15,-2.4,1,-6,0.0
COc1cccc(OCc2cc(/C=N/n3cncn3)ccc2OC)c1,1,1,-18,27,1.0,·,·,0.1
CCCCN1CC(=O)N2[C@H]3c4cc(Cl)ccc4OC[C@@H]3[C@H](C(=O)OCC)[C@]2(C)C1=O,-3,-2,-19,-10,0.2,-5,22,-0.7
# Following part:
SMILES,RAD54 branch,ERAP1 HTS inh,RAD52 inh,GSIS activator,F508del corr,esBAF inh,ARNT TACC3 PPI,XiGFP reactiv
CCn1cnc2c1c(=O)n(CC(=O)N1CCc3ccccc31)c(=O)n2Cc1ccccc1,-1,·,·,-2,·,-5,-2,·
O=C(C[C@H]1C=C[C@@H](NC(=O)c2ccccc2)[C@@H](CO)O1)NCc1ccc(Oc2ccccc2)cc1,·,0,2,-19,0.9,·,·,-0.4
CC(C)Oc1ccc2nnnn2n1,-6,1,-12,-2,·,-9,0,·
CC(=O)Oc1ccc(C(=O)c2ccccc2)c(OC(C)=O)c1,·,5,-7,39,-0.8,·,·,0.2
C[C@H]1CN([C@@H](C)CO)C(=O)c2cc(NC(=O)CCN3CCOCC3)ccc2O[C@H]1CN(C)C(=O)Nc1ccc2c(c1)OCO2,-1,1,3,12,-0.9,5,-13,0.0

# Reformatted with values under each structure: part of the list above.
# Values in the order – RAD54 branch | ERAP1 HTS inh | RAD52 inh | GSIS activator | F508del corr | esBAF inh | ARNT TACC3 PPI | XiGFP reactiv
CCn1cnc2c1c(=O)n(CC(=O)N1CCc3ccccc31)c(=O)n2Cc1ccccc1
 : -1 | · | · | -2 | · | -5 | -2 | ·
O=C(C[C@H]1C=C[C@@H](NC(=O)c2ccccc2)[C@@H](CO)O1)NCc1ccc(Oc2ccccc2)cc1
 : · | 0 | 2 | -19 | 0.9 | · | · | -0.4
CC(C)Oc1ccc2nnnn2n1
 : -6 | 1 | -12 | -2 | · | -9 | 0 | ·
